CIT2 TOR yeast – modulators of CIT2-GFP expression in yeast, primary screen, S. cerevisiae, GFP fusion, multiplex flow cytometry, MLPCN library | AID 2029, 2009 | 320,000 tested, 0.065% active | S. cerevisiae CIT2-GFP strain, 3 h; 100 means same as DMSO wells | GFP response vs DMSO, % at 10 µM;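 active means GFP response relative to DMSO above a set limit, near the screen mean plus 3 SD, cut at about 150% in these data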;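 further: ratio of well median GFP fluorescence to mean of DMSO wells on the plate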
AGP1 TOR yeast – modulators of AGP1-GFP expression in yeast TOR pathway, primary screen, cell-based, multiplex flow cytometry, S. cerevisiae, MLPCN library; 3 h; GFP as percent of DMSO wells; GFP response vs DMSO, % at 10 µM; 320,000 tested, 0.02% active;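 active means GFP response relative to DMSO above a set limit, near screen average plus 3 SD, cut at about 150% in these data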;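 further: median GFP channel fluorescence of the gated AGP1 strain per well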
LAP4 TOR yeast – modulators of LAP4-GFP expression in yeast, primary screen, S. cerevisiae, multiplex flow cytometry, MLPCN library | GFP response vs DMSO, % at 10 µM | 320,000 tested, 0.34% active | 3 h; median GFP as percent of DMSO wells | AID 2023, 2009;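 active means GFP response vs DMSO above a set limit, about the screen mean plus 3 SD, cut at about 150% in these data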
RPL19A TOR yeast – RPL19A-GFP expression modulators in yeast, primary screen, cell-based, S. cerevisiae, multiplex flow cytometry, MLPCN. S. cerevisiae RPL19A-GFP strain, 3 h; stronger effect = lower value. percent response vs DMSO, % at 10 µM. 330,000 tested, 0.3% active;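 active means percent response vs DMSO below 50%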;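 further: median channel GFP fluorescence of the barcoded RPL19A-GFP strain; ratio of sample median GFP to plate DMSO average so 100% = DMSO; lower means less RPL19A-GFP as with rapamycin TOR inhibition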
procasp7 counter – procaspase-7 activators, primary screen, counter-screen for procaspase-3 activator project, biochemical, absorbance, HTS, human; Caspase-7 (Homo sapiens), P55210; recombinant procaspase-7, Ac-DEVD-pNA absorbance 405 nm; D23A/D198A/D206A triple mutant, cannot self-cleave; scale: DMSO 0, 5 µM enzyme 100; activation, % at 8.5 µM; 330,000 tested, 0.093% active;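 active means percent activation above the screen-wide mean plus 3 SD, cut at about 25% in these data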
Target sequence (P55210 whole entry D23A/D198A/D206A): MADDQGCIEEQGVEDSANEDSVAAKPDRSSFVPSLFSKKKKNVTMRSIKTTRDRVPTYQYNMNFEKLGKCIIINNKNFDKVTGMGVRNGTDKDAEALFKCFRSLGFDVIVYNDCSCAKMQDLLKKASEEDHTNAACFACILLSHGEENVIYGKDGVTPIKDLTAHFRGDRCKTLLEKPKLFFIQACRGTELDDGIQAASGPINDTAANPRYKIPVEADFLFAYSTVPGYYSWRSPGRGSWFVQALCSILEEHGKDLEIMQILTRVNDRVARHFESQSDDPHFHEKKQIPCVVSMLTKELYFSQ
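System: Procaspase-7 triple mutant (PC-7 D3A); measure: % activation from two-timepoint absorbance difference, scaled to controls; times: 1 h compound preincubation, 2 h substrate cleavage, 25 °C; also added: Ac-DEVD-pNA substrate, 400 µM as added; measured by: Epi-absorbance of released pNA at 405 nm, two timepoints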
proCasp3 act – activators of human procaspase-3 D3A mutant, primary screen, biochemical, absorbance, PC-3 D3A mutant, single concentration. Caspase-3 (Homo sapiens), P42574. recombinant procaspase-3 D3A, Ac-DEVD-pNA absorbance 405 nm. activation, % at 8.5 µM. 330,000 tested, 0.11% active;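 active means activation above the mean of all tested compounds plus 3 SD, cut at about 21% in these data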;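 further: 0% = DMSO alone and 100% = DMSO wells spiked with extra 5 µM PC-3 D3A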
Target sequence (P42574 whole entry D9A/D28A/D175A): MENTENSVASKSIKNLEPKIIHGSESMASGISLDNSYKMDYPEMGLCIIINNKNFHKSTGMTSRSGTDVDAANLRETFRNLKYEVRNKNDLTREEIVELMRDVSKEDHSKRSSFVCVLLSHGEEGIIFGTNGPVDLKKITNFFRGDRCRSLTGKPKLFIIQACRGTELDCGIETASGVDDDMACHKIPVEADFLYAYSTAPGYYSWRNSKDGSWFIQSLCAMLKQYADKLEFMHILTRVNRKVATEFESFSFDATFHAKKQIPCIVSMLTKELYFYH
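assay system = Procaspase-3 D3A mutant | signal = absorbance at 405 nm, 0 and 120 min | times = 1 h preincubation plus 2 h reaction at 25 °C | repeats = single replicate | read-out = % activation between DMSO and enzyme-spiked controls | medium = Zinc-free HEPES saline buffer with Triton X-100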
MEP2 TOR yeast – modulators of MEP2-GFP levels in yeast, primary screen, S. cerevisiae, multiplex flow cytometry, MLPCN library | S. cerevisiae MEP2-GFP strain, 3 h; 100% = DMSO control level | AID 2016, 2009 | GFP response vs DMSO, % at 10 µM | 330,000 tested, 0.51% active;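 active means GFP response versus DMSO above a set limit, roughly screen mean plus 3 SD, cut at about 180% in these data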;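 further: median GFP fluorescence of the barcode-gated MEP2-GFP cells per well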
AHR activator – AHR activators, primary screen, cell-based, luminescence, luciferase reporter, human. Aryl hydrocarbon receptor (Homo sapiens), P35869. AHR-responsive luciferase reporter cells. activation, % at 5 µM. 320,000 tested, 2.5% active. AID 2796, 2010; in the data active means activation above about 47%;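 further: 0% = vehicle wells and 100% = reference agonist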
Starred values were filed as active, the others as inactive; / = no result given.

Short keys – A = CIT2 TOR yeast; B = AGP1 TOR yeast; C = LAP4 TOR yeast; D = RPL19A TOR yeast; E = procasp7 counter; F = proCasp3 act; G = MEP2 TOR yeast; H = AHR activator
O=C(CSc1nnc(-c2ccccc2)n1C1CCCCC1)Nc1ccc(S(=O)(=O)Nc2ccccn2)cc1
  A: 107; B: /; C: 104; D: 100; E: 6; F: 6; G: 110; H: 1

CC1CCN(CCOCCOc2ccc(Br)cc2Cl)CC1
  A: 100; B: 92; C: 88; D: 95; E: 15; F: 5; G: 88; H: 1

CC(=O)Nc1cccc(/C(C)=N/NC(=O)c2c(-c3ccccc3Cl)noc2C)c1
  A: 91; B: 96; C: 91; D: 94; E: -7; F: -12; G: 100; H: 11

Cc1nn(CC(=O)Nc2ccc3c(c2)nc2n3CCOC2)c(=O)c2ccccc12
  A: 104; B: 107; C: 114; D: 105; E: 1; F: 3; G: 108; H: -5

COc1ccc(C2=NOC(C(=O)Nc3ccc(C)cc3)C2)cc1OC (configuration not stated)
  A: 99; B: 96; C: 100; D: /; E: 6; F: 4; G: 96; H: 5

CC(C)c1ccc(NC(=O)Cn2c(=O)oc3cccnc32)cc1
  A: 92; B: 99; C: 105; D: 93; E: 9; F: 3; G: 98; H: -3

O=C(Cn1cncn1)NCc1cccc(C(F)(F)F)c1
  A: 95; B: 100; C: 105; D: 97; E: 5; F: -1; G: 93; H: 1

C=CCN(c1ccc(Cl)cc1)S(=O)(=O)c1cccc(C(=O)OCC(=O)N(C)C)c1
  A: 101; B: 102; C: 100; D: 95; E: 1; F: -2; G: 89; H: -2

Cn1nc(C(F)(F)F)cc1-c1ccc(/C=C(\C#N)C(=O)c2ccccc2)s1
  A: 96; B: 98; C: 98; D: 93; E: -1; F: -8; G: 83; H: 2

COc1ccc(OC)c(Nc2ccc(Nc3cc(OC)ccc3OC)nn2)c1
  A: 101; B: 104; C: 105; D: 100; E: -1; F: -4; G: 110; H: 5

CSc1nnc(Cn2c(=O)sc3ccccc32)n1C
  A: 104; B: 111; C: 105; D: 102; E: 13; F: 8; G: 109; H: 2

COCc1nc(-c2cc(OC)c(OC)c(OC)c2)no1
  A: 99; B: 23; C: 109; D: 25*; E: 6; F: 9; G: 793*; H: 1

CCOC(=O)c1c(NC(C)=O)no[n+]1[O-]
  A: 88; B: 93; C: 89; D: 90; E: 6; F: 0; G: 92; H: -1

CN1C2CCC1/C(=C\c1ccccc1)C(=O)/C2=C\c1ccccc1
  A: 100; B: 100; C: 99; D: 97; E: 6; F: 8; G: 97; H: 4

O=c1nc(-c2ccccc2)cn[nH]1
  A: 95; B: 97; C: 97; D: 94; E: 4; F: 1; G: 102; H: 1

The list goes on:
Short keys – A = CIT2 TOR yeast; B = AGP1 TOR yeast; C = LAP4 TOR yeast; D = RPL19A TOR yeast; E = procasp7 counter; F = proCasp3 act; G = MEP2 TOR yeast; H = AHR activator
CC1CC(C)CN(C(=O)COC(=O)C2CCN(S(=O)(=O)c3c(Cl)cccc3Cl)CC2)C1 (configuration not stated)
  A: 86; B: 91; C: 90; D: 90; E: 8; F: -4; G: 96; H: 1

Cc1ccc(S(=O)(=O)N(CC(=O)N2CCCCC2)c2cccc(C)c2)cc1
  A: 107; B: 109; C: 106; D: 101; E: 5; F: 6; G: 106; H: 0

Cc1ccc(-n2ncc(C#N)c2/N=C/N2CCOCC2)cc1
  A: /; B: 100; C: 97; D: 101; E: -1; F: -8; G: 103; H: 11

O=C(C1=C[C@H](C2CCCCC2)C[C@H](OCc2ccc(CO)cc2)O1)N1CCN(Cc2ccccc2)CC1
  A: 101; B: 101; C: 102; D: 97; E: 7; F: -5; G: 100; H: 2

Cc1ccc(-n2nc(C)c3c(C(=O)OCC(=O)N(C)C4CCS(=O)(=O)C4)cc(-c4ccccc4)nc32)cc1 (configuration not stated)
  A: 101; B: 99; C: 94; D: 100; E: -1; F: -6; G: 98; H: 2

CCOc1nc(NC2CCCCC2)nc(NC(C)(C)C)n1
  A: 105; B: 103; C: 107; D: 99; E: 7; F: 18; G: 106; H: 0

CCOC(=O)c1cn(Cc2cccc(Cl)c2)nn1
  A: 108; B: 110; C: 104; D: 106; E: -1; F: 7; G: 107; H: -2

COc1ccc(CNC(=O)CN(CCC(C)C)S(=O)(=O)c2ccc3c(c2)OCCO3)cc1
  A: 96; B: 98; C: 107; D: 93; E: -5; F: -3; G: 90; H: -1

Cn1ccnc1SCC(=O)Nc1cccc([N+](=O)[O-])c1
  A: 104; B: 108; C: 103; D: 106; E: 8; F: 0; G: 104; H: 32

CCC1Nc2ncnc(N3CCc4ccccc4C3)c2N(Cc2ccc(Cl)cc2)C1=O (configuration not stated)
  A: 87; B: 88; C: 93; D: 94; E: -1; F: -4; G: 90; H: 6

CCc1ccc(N2CCN(CCNC(=O)Nc3ccc(OC)cc3)CC2)cc1
  A: 96; B: 94; C: 89; D: 97; E: -2; F: 10; G: 92; H: -1

CSc1cccc(NC(=O)C2CCN(S(=O)(=O)c3ccc(F)cc3)CC2)c1
  A: 98; B: 96; C: 105; D: 99; E: 0; F: -1; G: 104; H: 19

CCc1nc(Nc2ccc3c(c2)OCO3)c2oc3ccccc3c2n1
  A: 79; B: 89; C: 87; D: 92; E: -13; F: -3; G: 92; H: 96*

CC(C)C[C@H](NC(=O)c1nc[nH]c1C(=O)NCC(=O)OCc1ccccc1)C(=O)OC(C)(C)C
  A: 67; B: 76; C: 125; D: 94; E: 5; F: 0; G: 95; H: -2

CC(C)OCCCNS(=O)(=O)c1ccc2ccccc2c1
  A: 95; B: 102; C: 101; D: 104; E: -10; F: 0; G: 116; H: 1

(next part)
Short keys – A = CIT2 TOR yeast; B = AGP1 TOR yeast; C = LAP4 TOR yeast; D = RPL19A TOR yeast; E = procasp7 counter; F = proCasp3 act; G = MEP2 TOR yeast; H = AHR activator
CC(=O)Nc1c(NC(=O)CC#N)[nH]c2c(c1=O)c(=O)n(C)c(=O)n2C
  A: 103; B: 105; C: 87; D: 106; E: 0; F: 3; G: 99; H: 0

CCn1c(Cl)c(C=O)s/c1=N\S(=O)(=O)c1ccccc1
  A: 99; B: 107; C: 97; D: 94; E: -35; F: -26; G: 94; H: -1

CCN(CC)S(=O)(=O)c1ccc(/C=C/C(=O)OCC(=O)NC(=O)C2COc3ccccc3O2)cc1 (configuration not stated)
  A: 95; B: 101; C: 103; D: 99; E: 6; F: -1; G: 103; H: -2

COc1ccc(CCN(C)C/C=C/c2ccccc2[N+](=O)[O-])cc1OC
  A: 105; B: 101; C: 96; D: 104; E: /; F: /; G: 106; H: /

C/C(=N\OC(=O)c1ccc(OC(C)C)cc1)c1ccc(C)c(C)c1
  A: 103; B: 103; C: 102; D: 101; E: 15; F: 5; G: 108; H: -2

CCCCN(C(=O)c1cc(CC)c(C)s1)c1c(N)n(CCC)c(=O)[nH]c1=O
  A: 95; B: 102; C: 113; D: 97; E: 20; F: -2; G: 102; H: -1

C=CCn1c(SCC(=O)NCc2ccccc2)nnc1C1CCCCC1
  A: 101; B: 97; C: 96; D: 92; E: 9; F: 10; G: 97; H: -1

O=C(CCSc1ccc(Br)cc1)Nc1cccnc1
  A: 99; B: 102; C: 101; D: 103; E: -11; F: -1; G: 104; H: 3

O=C(Nc1ccc(N2CCN(C(=O)c3ccc(Cl)cc3)CC2)cc1)c1cccnc1
  A: 91; B: 89; C: 89; D: 91; E: 5; F: 5; G: 95; H: -4

O=C(CC1C[C@H](C(=O)N2CCOCC2)[C@@]2(CCC3CCCC3)c3[nH]c4ccccc4c3CCN2C1=O)NCCN1CCOCC1 (some centres not stated)
  A: 100; B: 102; C: 94; D: 98; E: -9; F: 1; G: 98; H: 2

CCc1ccc(-c2cc(C(F)(F)F)n3nc(C(=O)Nc4c(C)nn(Cc5ccccc5C)c4C)cc3n2)s1
  A: 103; B: 104; C: 108; D: 102; E: 6; F: 9; G: 106; H: 7

O=C(Nc1ccc(Cl)cc1)NC1CCS(=O)(=O)C1 (configuration not stated)
  A: 99; B: 104; C: 101; D: 98; E: -4; F: 3; G: 99; H: 1

CCCCn1c(N)c(N(CCOC)C(=O)CN(C)S(=O)(=O)c2ccc(Cl)cc2)c(=O)[nH]c1=O
  A: 96; B: 95; C: 86; D: 96; E: -7; F: -3; G: 85; H: -2

Cc1cnn(C(=O)c2ccccc2Br)c1
  A: 107; B: 106; C: 113; D: 104; E: 0; F: -1; G: 103; H: 7

Cc1ccccc1OCCSc1nnc(-c2ccncc2)n1C
  A: 89; B: 90; C: 98; D: 93; E: -2; F: -4; G: 99; H: -1

(listing goes on)
Short keys – A = CIT2 TOR yeast; B = AGP1 TOR yeast; C = LAP4 TOR yeast; D = RPL19A TOR yeast; E = procasp7 counter; F = proCasp3 act; G = MEP2 TOR yeast; H = AHR activator
Cn1cc(S(=O)(=O)Nc2cccc3ccccc23)c(=O)n(C)c1=O
  A: 108; B: 107; C: 105; D: 99; E: 1; F: -3; G: 98; H: 0

CCCNS(=O)(=O)c1ccc(OCC(=O)Nc2ccc3c(c2)OCCO3)c(C)c1
  A: 83; B: 90; C: 97; D: 89; E: 1; F: -1; G: 92; H: 2

C=CCN(CC=C)C(=O)c1ccc(OC2CCN(S(=O)(=O)N(C)C)CC2)cc1
  A: 83; B: 79; C: 85; D: 96; E: 0; F: 0; G: 97; H: 3

O=C(CN(Cc1ccccc1)C(=O)c1cc2c(s1)CCC2)NCc1cccs1
  A: 99; B: 107; C: 99; D: 101; E: 10; F: 7; G: 101; H: 2

COc1ccccc1/C=N/NC(=O)c1ccccc1NS(=O)(=O)c1ccc(C)cc1
  A: 103; B: 103; C: 100; D: 105; E: -9; F: 5; G: 94; H: 1

COc1ccc(NC(=O)COC(=O)c2ccc3c(c2)OCO3)c(OC)c1
  A: 100; B: 99; C: 97; D: 96; E: 12; F: 1; G: 98; H: -1

O=C(O)CC1S/C(=N/N=C/c2ccc([N+](=O)[O-])cc2)N(c2ccc(O)cc2)C1=O (configuration not stated)
  A: 103; B: 100; C: 106; D: 95; E: 4; F: 2; G: 96; H: 0

Looked up by structure from the entries so far, 3 records:
Short keys – A = CIT2 TOR yeast; B = AGP1 TOR yeast; C = LAP4 TOR yeast; D = RPL19A TOR yeast; E = procasp7 counter; F = proCasp3 act; G = MEP2 TOR yeast; H = AHR activator
CSc1nnc(Cn2c(=O)sc3ccccc32)n1C
  A: 104; B: 111; C: 105; D: 102; E: 13; F: 8; G: 109; H: 2

CSc1cccc(NC(=O)C2CCN(S(=O)(=O)c3ccc(F)cc3)CC2)c1
  A: 98; B: 96; C: 105; D: 99; E: 0; F: -1; G: 104; H: 19

CCC1Nc2ncnc(N3CCc4ccccc4C3)c2N(Cc2ccc(Cl)cc2)C1=O (configuration not stated)
  A: 87; B: 88; C: 93; D: 94; E: -1; F: -4; G: 90; H: 6

Assay outcomes as filed in PubChem BioAssay.

This is a random part of the collection; overall some 3.5% were active at least once.
